Source: PubChem BioAssay (Dana-Farber Cancer Institute and Novartis Institutes for BioMedical Research (Cambridge, Mass))
USP8 block: blocks human USP8 ubiquitin-rhodamine cleavage | P40818 | purified USP8, Ub-rhodamine cleavage fluorescence, 30 min | inhibition, % at 20 µM | hit rate 4.2% among 47,000 | AID 1645853
USP30 block: inhibitors of human USP30 deubiquitinase. purified USP30, Ub-rhodamine cleavage fluorescence. Q70CQ3. hit rate 5.3% among 47,000. AID 1645860. inhibition, % at 25 µM
UCHL1 block: blocks human UCHL1 ubiquitin-rhodamine cleavage. hit rate 0.2% among 47,000. P09936. AID 1645859. inhibition, % at 20 µM. purified UCHL1, Ub-rhodamine cleavage fluorescence
Target sequence (P09936 whole entry, looked up): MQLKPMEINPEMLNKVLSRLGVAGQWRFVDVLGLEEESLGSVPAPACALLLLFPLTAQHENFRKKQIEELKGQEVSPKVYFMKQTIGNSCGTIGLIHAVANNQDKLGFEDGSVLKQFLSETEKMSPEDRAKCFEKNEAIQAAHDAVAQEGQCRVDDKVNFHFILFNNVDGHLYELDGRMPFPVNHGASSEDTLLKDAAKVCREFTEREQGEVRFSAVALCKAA
USP7 block: blocks human USP7 ubiquitin-rhodamine cleavage | Q93009 | purified USP7, Ub-rhodamine cleavage fluorescence | inhibition, % at 20 µM | hit rate 0.3% among 47,000 | AID 1645854
USP17 block: blocks human USP17 ubiquitin-rhodamine cleavage | A8MUK1 | purified USP17, Ub-rhodamine cleavage fluorescence, 3 h | inhibition, % at 50 µM | hit rate 6.5% among 47,000
Target sequence (A8MUK1 whole entry, looked up): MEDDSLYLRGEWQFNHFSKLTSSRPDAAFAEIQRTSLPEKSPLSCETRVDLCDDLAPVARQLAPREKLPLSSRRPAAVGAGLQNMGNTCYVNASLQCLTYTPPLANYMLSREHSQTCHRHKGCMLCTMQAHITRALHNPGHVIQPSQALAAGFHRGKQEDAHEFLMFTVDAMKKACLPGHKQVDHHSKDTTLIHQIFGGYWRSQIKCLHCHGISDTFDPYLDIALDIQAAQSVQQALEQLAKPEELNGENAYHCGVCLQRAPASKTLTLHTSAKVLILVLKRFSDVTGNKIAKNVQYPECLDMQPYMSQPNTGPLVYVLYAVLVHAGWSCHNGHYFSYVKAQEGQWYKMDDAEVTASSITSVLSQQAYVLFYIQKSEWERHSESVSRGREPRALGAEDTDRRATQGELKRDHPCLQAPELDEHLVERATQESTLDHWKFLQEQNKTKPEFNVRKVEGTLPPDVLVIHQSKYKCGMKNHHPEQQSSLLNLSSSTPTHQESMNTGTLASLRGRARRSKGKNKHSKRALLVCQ
USP10 block: inhibitors of human USP10 deubiquitinase. purified USP10, Ub-rhodamine fluorescence, 60 min. AID 1645856. Q14694. inhibition, % at 20 µM. hit rate 1.1% among 47,000
OTUD3 block: blocks human OTUD3 ubiquitin-rhodamine cleavage; inhibition, % at 25 µM; Q5T2D3; hit rate 0.7% among 47,000; purified OTUD3, Ub-rhodamine fluorescence, 2 h; AID 1645858
USP28 inh: blocks human USP28 ubiquitin-rhodamine cleavage; hit rate 3% among 47,000; inhibition, % at 25 µM; purified USP28, Ub-rhodamine cleavage fluorescence, 30 min; Q96RU2
Numbers without * were called inactive; i = inactive; / = no result given. No stated cut-off is given here; in the data, active means inhibition above about 30%; inactive means the rest. Compounds as they come; any-hit rate near 14%.

SMILES	USP8 block	USP30 block	UCHL1 block	USP7 block	USP17 block	USP10 block	OTUD3 block	USP28 inh
COc1cnc(CSc2ccccc2)cc1OCC(=O)Nc1ccc2c(c1)OCO2	-10	-7	1	-4	0	1	-5	17
COc1ccc(CNC(=O)CN(C(=O)CCC(=O)Nc2ccccn2)c2ccc(OC)cc2)cc1	-5	18	4	3	23	2	2	4
O[C@@H]1CC[C@@H]2C[C@H]1[C@@H](O)CN2Cc1ccc(OCc2ccc(F)cc2)cc1	-8	-162	-3	-6	-16	-3	-2	4
COCCOC(=O)c1oc2c(c1C)C(=O)CC(c1ccc(OC)cc1OC)C2 (stereo not drawn)	24	14	7	0	19	1	15	18
Fc1ccc(-c2cc3n(c2)CCc2cc4c(cc2-3)OCO4)cc1	47*	-234	-15	-19	-23	-4	-35	-31
O=C(Nc1cccc(-c2nc(-c3ccc(=O)[nH]c3)no2)c1)c1ccco1	63*	-197	1	-4	2	-9	-22	-24
COc1ccc(OC)c(CCNCc2c(C(=O)O)c(C)n(Cc3ccc(F)cc3)c2C)c1	-135	-123	-1	-27	-6	-2	-7	-12
Cc1cc(=O)n(CC(=O)NCc2ccccc2Cl)c(N2CCCCC2)n1	3	-36	-6	-23	-3	-6	-3	0
O=C(Nc1cnc(N2CCCCCC2)nc1)c1cc(F)ccc1F	8	7	1	-77	6	-3	5	24
O=C(Cc1ccccc1F)Nc1cc(Cl)ccc1N1CCCC1	-67	21	1	0	-10	-1	3	17
CC1CC(=O)Nc2cc(S(=O)(=O)NCc3ccccc3)ccc2S1 (stereo not drawn)	-9	-28	0	-3	-6	-4	-4	-5
O=c1c2cnc3nc(C(F)(F)F)nn3c2ccn1Cc1ccco1	-4	-7	0	-1	0	-8	4	0
CC1CCC2(OC1)OC1CC3C4CCC5CC(O)CCC5(C)C4=CC(=O)C3(C)C1C2C (stereo not drawn)	6	0	-1	0	1	1	0	-6
Cc1ccc(S(=O)(=O)c2cnc(-c3ccccc3)nc2N(C)Cc2ccccc2)cc1	6	10	3	4	0	9	-5	-1
Cc1cccc(Cn2cc(C(=O)O)c3ccccc3c2=O)c1	6	-4	-2	-1	-5	-2	0	8
COc1cc2c(oc(=O)c3cc(C)cc(OC)c32)c2c([C@@H]3OC(C)[C@@H](O)[C@@](C)(O)C3O)ccc(O)c12 (stereo partly drawn)	59*	-51	17	-25	79*	4	-4	15
CCn1c(=O)c(C(=O)Nc2ccc(OC)cc2)nc2ccccc21	-4	/	4	0	-10	3	1	/
O=C(c1cccnc1)N1CC[C@@H]2CNS(=O)(=O)[C@@H]2CC1	-16	6	-3	1	-5	1	-4	-4
Cc1ccc(-c2c(Nc3ccccc3N3CCN(C)CC3)c(=O)c2=O)cc1	-1	11	0	-7	14	-3	6	3
COc1ccccc1NC(=O)CN1C(=O)CC(c2ccccc2)S(=O)(=O)c2ccccc21 (stereo not drawn)	-6	5	3	1	8	-1	5	4
Cc1ncc(CNS(=O)(=O)c2ccccc2)c(C2CCCN2C)n1 (stereo not drawn)	-9	-5	-1	0	-3	0	-2	-8
CCOCCCn1cc(OC(=O)c2ccc(F)cc2)c2c1nc(-c1ccc(F)cc1)n1c3ccccc3nc21	-71	-435	-14	-12	-115	-8	-87	-135
O=C1CCN(c2ncnc3c2oc2ccccc23)CC1	-29	i	-27	-18	-93	-7	-100	-128
Cc1ccc(CNS(=O)(=O)c2cc3[nH]c4c(c3cc2C)C(=O)CCC4)cc1	8	-29	-2	-7	-22	0	-12	44*
CCn1c(=O)c(NC(=O)c2ccccc2)c2n(c1=O)CCCCC2	6	16	0	0	0	1	-5	-3
(listing goes on)
SMILES	USP8 block	USP30 block	UCHL1 block	USP7 block	USP17 block	USP10 block	OTUD3 block	USP28 inh
Cn1ccc2ccn(CC(=O)NCc3ccc(Cl)cc3)c(=O)c21	8	15	2	-2	21	-1	1	9
O=C(NC1CCCC1)c1ccc(N2CCOc3ccccc32)s1	-19	10	-3	2	22	1	-1	-1
Cc1ccc(-c2nc3c(s2)CN(C(=O)COc2ccc(Cl)cc2)CC3)cc1	18	27	6	4	14	5	15	30
Cc1ccc(Nc2cc(C)nc(N3CCN(C(=O)CC4CCCC4)CC3)n2)cc1	1	-3	3	-1	/	-5	-9	-11
Clc1cncc(Oc2nc(-c3cccnc3)nc3ccccc23)c1	6	8	-2	-3	63*	-3	-4	-4
Cc1ccc(NC(=O)COc2ccc(N3CC(C(N)=O)CC3=O)cc2)cc1C (stereo not drawn)	14	17	2	3	15	2	9	15
CN(C)c1ncc(-c2ccccc2)c(C2CCCNC2)n1 (stereo not drawn)	0	-1	-3	-15	-3	3	-2	-10
Cc1cc(C)n(C(C)CC(=O)N2CCN(c3ccc(Cl)cc3)CC2)n1 (stereo not drawn)	-12	-3	-2	-2	-12	3	-9	-10
CCN(CC)CCCn1c(C)c(C)c2c(NCc3ccco3)ncnc21	-11	-43	-2	-6	-18	-3	-18	-8
COc1ccc(-c2nc3c(c(=O)[nH]2)CCN(C(=O)c2n[nH]c4c2CCCC4)C3)cc1	-39	-28	-1	-2	-21	0	-6	-21
O=C(C1CN(c2nc3c(F)cccc3s2)C1)N1CCC2(CC1)OCCO2	-14	11	0	-2	6	-4	6	6
O=C(Nc1cccc2cccnc12)c1ccc(N2CCCCC2)nn1	3	-54	2	3	/	-4	-10	-11
CC1CCCN(C(=O)c2cn(-c3cc(N4CCCCC4)ncn3)cn2)C1 (stereo not drawn)	-4	8	2	-1	6	1	0	13
CC(=O)Nc1cccc(-c2cn3cccc(C)c3n2)c1	13	20	2	3	8	-2	6	-4
COc1ccc(C2c3[nH]c4ccccc4c3C[C@@H]3C(=O)N(Cc4ccco4)CC(=O)N23)cc1OC (stereo partly drawn)	-61	-40	2	0	-50	-5	-12	-10
COc1ccc(C(C)(C)C)cc1S(=O)(=O)N1CCN(c2nc(C)cc(N(C)C)n2)CC1	-5	-26	4	10	-6	-3	-12	-6
O=C(Cc1ccc(F)cc1)N1CCCCC1c1nncn1CC1CC1 (stereo not drawn)	-1	-6	-1	-10	4	-2	0	-13
O=C(CCn1c(=O)c2ccccc2n(Cc2cc(=O)n3ccccc3n2)c1=O)NCCc1ccc(Cl)cc1	12	61*	6	2	48*	10	25	16
CC(=O)NCCNC(=O)N[C@H]1C[C@H]2CN(Cc3ccccc3)c3ccccc3CN2C1	-22	-145	-7	-45	-52	-7	-31	-39
COc1cc(O)ccc1CN1CCCCC12Cc1ccccc1CNC2=O (stereo not drawn)	-31	-7	4	0	-4	-1	12	3
COCC(=O)N1CCC[C@@H]2[C@H]1C/C=C/Cc1ccccc1OCC(=O)N2C	0	-13	-1	-1	-2	-1	-6	-2
COCC(=O)N1CC[C@H]2COC(=O)N[C@@H]2C1	4	-8	-3	0	-2	-3	-3	-7
Nc1ccc2oc(-c3cccc(-c4nc5cc(N)ccc5o4)n3)nc2c1	73*	68*	23	30	53*	37*	40*	48*
Cc1ccc(-c2nc(NC(=O)Nc3ccc(C(F)(F)F)cc3)sc2C)cc1Cl	7	5	0	10	33*	13	0	-2
CCOc1ncccc1C(=O)Nc1ccnn1Cc1ccc(C)s1	2	26	4	-11	10	5	7	11

Some of these compounds in order of the USP17 block value, largest number first:
SMILES	USP8 block	USP30 block	UCHL1 block	USP7 block	USP17 block	USP10 block	OTUD3 block	USP28 inh
CCOc1ncccc1C(=O)Nc1ccnn1Cc1ccc(C)s1	2	26	4	-11	10	5	7	11
CC1CCCN(C(=O)c2cn(-c3cc(N4CCCCC4)ncn3)cn2)C1 (stereo not drawn)	-4	8	2	-1	6	1	0	13
COCC(=O)N1CCC[C@@H]2[C@H]1C/C=C/Cc1ccccc1OCC(=O)N2C	0	-13	-1	-1	-2	-1	-6	-2

Nothing new here: 5 of the compounds above.
SMILES	USP8 block	USP30 block	UCHL1 block	USP7 block	USP17 block	USP10 block	OTUD3 block	USP28 inh
Cc1cc(=O)n(CC(=O)NCc2ccccc2Cl)c(N2CCCCC2)n1	3	-36	-6	-23	-3	-6	-3	0
O=C(Nc1cnc(N2CCCCCC2)nc1)c1cc(F)ccc1F	8	7	1	-77	6	-3	5	24
O=C(Cc1ccccc1F)Nc1cc(Cl)ccc1N1CCCC1	-67	21	1	0	-10	-1	3	17
CC1CC(=O)Nc2cc(S(=O)(=O)NCc3ccccc3)ccc2S1 (stereo not drawn)	-9	-28	0	-3	-6	-4	-4	-5
O=c1c2cnc3nc(C(F)(F)F)nn3c2ccn1Cc1ccco1	-4	-7	0	-1	0	-8	4	0

Next part:
SMILES	USP8 block	USP30 block	UCHL1 block	USP7 block	USP17 block	USP10 block	OTUD3 block	USP28 inh
COCCN1C(=O)c2ccccc2C(C(=O)Nc2ccc(C)cn2)C1c1cccs1 (stereo not drawn)	-1	-2	-3	-1	4	0	0	0
O=C(c1ccc(Cl)c([N+](=O)[O-])c1)N(Cc1ccco1)C1CCS(=O)(=O)C1 (stereo not drawn)	-122	6	1	-41	-15	-4	12	3
Cc1cc(C)n(-c2nc3c(c(=O)n2CC(=O)Nc2cccc(Cl)c2)CCCC3)n1	4	0	1	3	1	1	5	11
COc1cc(CN2CCC(C(=O)NC(c3ccccc3)c3cnccn3)CC2)cc(OC)c1 (stereo not drawn)	0	16	1	1	0	-1	2	5
Cc1nn(CC(=O)N2CCCCCC2)c(C)c1S(=O)(=O)NC(C)(C)C	-4	-19	-3	1	-10	-1	-10	-14
O=C(NCc1ccccc1Cl)c1nc(-c2ccc3[nH]ccc3c2)no1	19	47*	2	-3	49*	0	-4	18
O=S(=O)(Nc1ccccc1F)c1ccc(N2CCCCS2(=O)=O)cc1	15	15	2	4	4	0	4	5
Cn1cc(C(=O)N2CCCCC2c2nnc(-c3nccc4ccccc34)o2)cn1 (stereo not drawn)	-90	-16	-5	-1	-14	-1	-8	-9
Cc1nnc(Nc2cccc(C3CCCN(S(C)(=O)=O)C3)n2)s1 (stereo not drawn)	-10	-2	0	3	13	3	0	0
CC(=O)c1ccc(NC(=O)C(NS(=O)(=O)c2ccc3c(c2)CCN3C(C)=O)C(C)C)cc1 (stereo not drawn)	5	19	1	0	-15	1	6	14
Cc1c(CN2C[C@@H](O)[C@H](NC(=O)c3cscn3)C2)cnn1C	-5	10	0	5	2	-3	0	10
CC(C)[C@H](NC(=O)C1CCN(C(=O)[C@@H](NC(=O)OC(C)(C)C)C(C)C)CC1)C(=O)O	13	7	2	7	7	1	6	7
Cn1nc(-c2nnc(-c3ccc(F)cc3)o2)c2c1CCN(C(=O)C1CC1)C2	-35	2	-2	-2	-4	-2	1	-5
Cc1ccc(CNC(=O)C2(C)Oc3cccnc3N(C)C2=O)cc1 (stereo not drawn)	21	17	1	1	24	2	12	16
CNc1nc2c(c(=O)n1C)CN(C(=O)Cc1ccc(OC)c(OC)c1)CC2	5	1	4	3	0	-1	3	1

Among those listed so far, three contain a thiophene ring, fused or not.
SMILES	USP8 block	USP30 block	UCHL1 block	USP7 block	USP17 block	USP10 block	OTUD3 block	USP28 inh
O=C(NC1CCCC1)c1ccc(N2CCOc3ccccc32)s1	-19	10	-3	2	22	1	-1	-1
CCOc1ncccc1C(=O)Nc1ccnn1Cc1ccc(C)s1	2	26	4	-11	10	5	7	11
COCCN1C(=O)c2ccccc2C(C(=O)Nc2ccc(C)cn2)C1c1cccs1 (stereo not drawn)	-1	-2	-3	-1	4	0	0	0
